Assay outcomes deposited in PubChem by Sanford-Burnham Center for Chemical Genomics.
H9c2 TAG inh – triacylglycerol accumulation inhibition | H9c2 cells, Nile Red lipid (TAG) fluorescence; cells loaded with 200 µM oleic acid | inhibition, % at 12.5 µM | 230,000 compounds, 0.66% hits | AID 651582;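 active = pattern-corrected inhibition of lipid staining of at least 50% with the nuclear-stain viability signal not falling by more than 50%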;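 also: 0% = DMSO wells and 100% = triacsin C control wells; some results filed as inactive read as strong as hits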
H9c2 TAG inh DAPI viability – also measured in H9c2 TAG inh; calls as there; DAPI nuclei signal change (viability), lower = more cytotoxic, %;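 whole-well DAPI fluorescence read on a plate reader as a viability signal; minus 50 percent equals half of cells still viable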
An asterisk follows results filed as active. An excerpt, so the mix of outcomes need not match the whole.

SMILES	H9c2 TAG inh	H9c2 TAG inh DAPI viability
CCn1cnc2c(oc3ccccc32)c1=O	2	-14
CCN(C(=O)COC(=O)CSc1ccc(F)cc1)c1c(N)n(Cc2ccccc2)c(=O)[nH]c1=O	-8	5
COc1cccc(OC)c1C(=O)NCCN1CCN(C(=O)c2c(OC)cccc2OC)CC1	-5	10
CN(CCOc1ccc(Cl)cc1)C(=O)Cc1ccc(S(=O)(=O)N2CCOCC2)s1	-19	0
Cc1ccnc(SCC(=O)NC2CC2)n1	7	-2
Cc1ccc(S(=O)(=O)N2C(=O)c3cccc4cccc2c34)cc1	0	3
O=C(NC(=S)Nc1ccccc1)c1cncc(C#Cc2ccccc2)c1	-1	0
Cn1cccc1C(=S)N1CCOCC1	-16	2
Nc1nc2ccc(C(=O)Nc3ccc(N4CCOCC4)cc3)cc2s1	13	12
COc1cccc(CNC(=O)C2CCC(CNS(=O)(=O)c3cccc4nsnc34)CC2)c1 (stereo not given)	12	-7
CCCCn1c(N)c(N(CC(C)C)C(=O)CC(NC(=O)c2ccccc2)c2ccccc2)c(=O)[nH]c1=O (stereo not given)	6	-9
Cc1ccc(NC(=O)NC2=N/C(=C(/C#N)C(=O)N3CCCC3)c3ccccc32)cc1	37	-2
CC(=O)N/C(=C\c1ccccc1)C(=O)OCC(=O)c1c(N)n(C)c(=O)n(C)c1=O	7	6
COc1ccc(N(CC(=O)Nc2cc(C)cc(C)c2)S(=O)(=O)c2ccccc2[N+](=O)[O-])c(OC)c1	0	-7
COc1ccc2nc(NC(=O)c3ccc(Br)s3)sc2c1	10	5

Sorted by length of the SMILES (low to high): part of the list above.
SMILES	H9c2 TAG inh	H9c2 TAG inh DAPI viability
Cc1ccnc(SCC(=O)NC2CC2)n1	7	-2
COc1ccc2nc(NC(=O)c3ccc(Br)s3)sc2c1	10	5
O=C(NC(=S)Nc1ccccc1)c1cncc(C#Cc2ccccc2)c1	-1	0
COc1ccc(N(CC(=O)Nc2cc(C)cc(C)c2)S(=O)(=O)c2ccccc2[N+](=O)[O-])c(OC)c1	0	-7

Remaining list, next part.
SMILES	H9c2 TAG inh	H9c2 TAG inh DAPI viability
CCCCNC(=O)C1(C)CCN1C(=O)c1ccc(C(F)(F)F)nc1C (stereo not given)	4	-9
CCCCCN(C(=O)CCC(=O)OCc1cccc(Cl)c1)c1c(N)n(CCCC)c(=O)[nH]c1=O	9	-7
COc1ccccc1C(=O)NNC(=O)CCC(=O)NCc1ccccc1	4	3
OCc1cc(-c2ccccn2)no1	3	155
C[C@H](CO)N1C[C@H](C)[C@@H](CN(C)C(=O)Nc2ccc3c(c2)OCCO3)OCc2cnnn2CCCC1=O	2	6
O=C(Nc1ccc(-n2cnnn2)cc1)C1CCCCC1	-1	0
Cc1ccc(-c2nnc(NC(=O)CCS(=O)(=O)c3ccc(F)cc3)o2)c(C)c1	2	0
CC(C)NC(=O)NC(=O)COC(=O)Cc1c(F)cccc1Cl	9	-1
CCOC(=O)c1cnc2c(C)cc(C)cc2c1NCCCN1CCOCC1	0	4
O=C1CN2NC(=S)N(c3ccc(Cl)cc3)C2=CN1c1ccc(Cl)cc1	-5	-6
Cn1c(SCC(=O)Nc2ccc3c(c2)CCC3)nnc1C1CC1	-25	-3
Cc1ccc(NC(=O)CN2CCC(NC(=O)c3cccc(F)c3)CC2)cc1C	13	-5
COc1ccccc1-c1c(C#N)c(N)nc2c1CCC2	-17	13
CCn1c(CSc2nc3ccccc3s2)nnc1SCC(=O)c1ccc2c(c1)OCCO2	13	-6
CC(=O)Nc1ccccc1-c1nc2ccc(C(=O)N3CCN(c4cccc(C)c4)C(C)C3)cc2[nH]c1=O (stereo not given)	-8	13
NC(N)=N/N=C/c1ccccc1OC(F)F	-22	-4
C#CCOCCOCCOCCNc1nc(N2CCN(C(=O)CCCCCCCCCCNC(=O)Cn3cc(CCCCCN)nn3)CC2)nc(N2CCN(C(=O)CCCCCCCCCCNC(=O)[C@H]([C@@H](C)CC)n3cc(CCCCCN)nn3)CC2)n1	25	-18
Cc1ccc(-c2nn(CC(=O)NCCN3CCOCC3)c(=O)c3ccccc23)cc1	12	-11
Cc1ccc(C)c(N2CCN(C(=O)CCc3nc(-c4ccc(Cl)cc4)no3)CC2)c1	6	-3
C#CCN1C=CC(=O)[C@@H](OC(=O)Nc2ccc(Br)cc2)[C@H]1c1ccccc1Br	-2	-1
COc1cccc(C(=O)CSc2nc3ccccc3n2CC(=O)N(C(C)C)C(C)C)c1	-19	3
COc1cccc(COc2nc3c(c(=O)n(C)c(=O)n3C)n2C)c1	-30	-10
COc1ccc(S(=O)(=O)N2CCC(C(=O)NCC(c3cccs3)N(C)C)CC2)cc1 (stereo not given)	-28	13
O=C(Nc1ccc2c(c1)OCO2)c1ccc2sc([C@H]3C[C@H](O)[C@@H](CO)O3)nc2c1	11	15
COc1ccc(OC)c(S(=O)(=O)N/N=C\c2c[nH]c3ccccc23)c1	-9	-6
O=C(O)c1ccccc1C(=O)NCC(O)COc1ccc(Cl)cc1 (stereo not given)	0	-14
CCC(=O)N1CCC2(CC1)Oc1ccc(Cl)cc1C(=O)C21CC(c2ccccc2)=NO1 (stereo not given)	-18	4
c1nc(SSc2ncnc3nc[nH]c23)c2[nH]cnc2n1	10	-3
Cc1cccn2c(CN[C@H]3CCCCNC3=O)c(C(=O)N3CCOCC3)nc12	13	-10
COc1ccc(NC(=O)Nc2nnc(-c3ccco3)s2)cc1	4	-7

Single records (already shown):
COc1cccc(COc2nc3c(c(=O)n(C)c(=O)n3C)n2C)c1 is listed with H9c2 TAG inh: -30; H9c2 TAG inh DAPI viability: -10
COc1cccc(C(=O)CSc2nc3ccccc3n2CC(=O)N(C(C)C)C(C)C)c1 is listed with H9c2 TAG inh: -19; H9c2 TAG inh DAPI viability: 3
C#CCOCCOCCOCCNc1nc(N2CCN(C(=O)CCCCCCCCCCNC(=O)Cn3cc(CCCCCN)nn3)CC2)nc(N2CCN(C(=O)CCCCCCCCCCNC(=O)[C@H]([C@@H](C)CC)n3cc(CCCCCN)nn3)CC2)n1 is listed with H9c2 TAG inh: 25; H9c2 TAG inh DAPI viability: -18

Next part:
SMILES	H9c2 TAG inh	H9c2 TAG inh DAPI viability
CC(=O)OCC(=O)C1=CCC2C3CCC4=CC(=O)C=CC4(C)C3(F)C(OC(C)=O)CC12C (stereo not given)	3	0
Cc1noc(C)c1CSc1nnc(C)c(=O)[nH]1	9	9
Cc1ccc(C(=O)c2c3ccc(C(F)(F)F)cc3nn2CCC(N)=O)cc1	3	2
CN(C)C=Nc1ccc2nn(-c3ccccc3)nc2c1	20	6
O=C(CC1C(=O)NCCN1Cc1ccc(Cl)c(F)c1)NC1CCCCC1 (stereo not given)	17	-29
O=C(CN1C(=O)CC(c2ccco2)Sc2ccccc21)Nc1ccccc1F (stereo not given)	-15	1
Cc1cccc(OCCCC(=O)Nc2ccc(S(N)(=O)=O)cc2)c1	1	-7
COc1ccc(Nc2nnc(SCC(=O)c3cc4ccccc4o3)s2)cc1	5	-6
Cn1nc(OCc2ccccc2)ccc1=O	-6	-1
COc1ccc(N(CC(=O)NC(C)C)C(=O)CCC(=O)Nc2ccccn2)cc1	-1	0
COC(=O)[C@]1(Cc2ccccc2)N[C@H](CN(C)C(=O)Nc2ccccc2)[C@@H]2C(=O)N(C)C(=O)[C@@H]21	-6	0
CCN1CCN(C(=O)c2ccc(Cl)c(S(=O)(=O)N3CCCCCC3)c2)CC1	7	-6
COc1ccc(N2CC(C(=O)NNC(=O)c3ccc(Br)cc3)CC2=O)c(OC)c1 (stereo not given)	-4	3
Cc1cc(=O)oc2cc(Oc3ccc(C(N)=O)cc3[N+](=O)[O-])ccc12	-3	4
CCOc1ccc(Oc2nc(N(CC)CC)nc(N3CCOCC3)n2)nn1	16	-4
Cc1ccc(C(=O)CCC(=O)NC2=NCCS2)cc1	-10	-1
COc1ccc(C(c2sc3nc(C)nn3c2O)N2CCN(Cc3ccccc3)CC2)cc1OC (stereo not given)	5	-7
COc1ccc(O)c(C(=O)c2cc(C#N)c(=O)n(Cc3ccccc3)c2)c1	-11	5
O=C(C=CC(=O)OC1CCCCC1)OC1CCCCC1	-2	-6
Cc1cc(C)nc(NC(N)=NCCc2c[nH]c3ccccc23)n1	21	3
CC1(c2ccc3c(c2)OCCCO3)NC(=O)N(CC(=O)NCCc2ccc(F)cc2)C1=O (stereo not given)	11	-1
Cc1cc(C)n(CCC(=O)N/N=C/c2ccc(Br)c([N+](=O)[O-])c2)n1	2	9
O=c1oc2cc(OCc3c(F)cccc3Cl)ccc2cc1-c1ccccn1	-34	101
O=C(O)CNc1ncccc1[N+](=O)[O-]	-3	9
COc1ccc2cc(N=Cc3nc(-c4ccc(C)cc4)oc3O)cnc2c1	5	-2
CC(C)CCCN1CCN=C1Nc1ccccc1	-1	-1
Cc1ccc(-c2csc(NC(=O)CSc3ncn(-c4ccccc4)n3)n2)cc1	47	-1
O=C(CCS(=O)(=O)c1ccccc1)Nc1cccc(-c2nc3ccccc3s2)c1	8	-13
Cc1cc(F)ccc1-c1cc(C(=O)N2CCN(c3ccncc3)CC2)[nH]n1	-1	11
COc1ccc(-c2ccnc3cc(C(=O)O)nn23)cc1	2	8
CCOC(=O)c1[nH]c2ccccc2c1NC(=O)c1ccc(S(=O)(=O)N(C)C)cc1	12	-8
O=C(NNc1ccc(Cl)cc1)C1CCC1	-11	11
Cc1c(NC(=O)c2cc3nc(-c4ccccc4)cc(C)n3n2)c(=O)n(-c2ccccc2)n1C	19	2
CCCCCOc1ccc(OC(=O)c2ccncc2)cc1	13	-17
O=C(COC(=O)CC1CCCC1)Nc1ccc(Br)cc1F	-6	8
Cc1ccc(NC(=O)CN(C)C(=O)COc2ccc(C(=O)c3ccc(F)cc3)cc2)cc1	2	-6
O=C(O)CN1C(=O)CC(c2ccccc2)CC1=O	-7	0
Cc1ccc(NC(=O)c2ccc(OCc3c(C)noc3C)cc2)nc1	15	-6
O=C(NCC(c1ccco1)N1CCN(c2ccccc2)CC1)c1ccco1 (stereo not given)	11	7
Cc1ccc(NCc2ccco2)cc1C	0	11
COc1ccccc1NC(=O)C1CC(=O)N(c2ccc(F)cc2)C1 (stereo not given)	-9	0
COc1ccccc1NC(=O)CSc1nnc(CSc2nc(C)cc(C)n2)o1	6	-10
O=S(=O)(c1ccc(NCCCO)nc1)N1CCOCC1	-11	4
COC(=O)C(C(=O)OC)C1C=CCN(C(C)=O)C1 (stereo not given)	-12	3
c1ccc(-c2nnnn2-c2ccccn2)cc1	6	-16

No new results follow: entries from further up.
SMILES	H9c2 TAG inh	H9c2 TAG inh DAPI viability
CCOC(=O)c1[nH]c2ccccc2c1NC(=O)c1ccc(S(=O)(=O)N(C)C)cc1	12	-8
O=C(NNc1ccc(Cl)cc1)C1CCC1	-11	11
Cc1c(NC(=O)c2cc3nc(-c4ccccc4)cc(C)n3n2)c(=O)n(-c2ccccc2)n1C	19	2

More results
SMILES	H9c2 TAG inh	H9c2 TAG inh DAPI viability
Cc1cc(NC(=O)Cc2ccccc2)ccc1NC(=O)c1cccs1	-6	8
Cc1cc(C(=O)CCl)c(C)n1-c1c(C)n(C)n(-c2ccccc2)c1=O	12	-2
COc1ccc(NC(=S)NCc2ccc3c(c2)cc(C)n3C)cc1	16	10
CC(C)C(NC(=O)c1ccccc1F)C(=O)OCC(=O)c1ccc(F)cc1 (stereo not given)	7	-8
Cc1ccc(S(=O)(=O)NC2(C(F)(F)F)NC(=O)N(CCc3ccccc3)C2=O)cc1 (stereo not given)	10	-17
CCCCn1c(N)c(N(CC(C)C)C(=O)c2oc3c(Cl)cccc3c2C)c(=O)[nH]c1=O	8	-1
Clc1ccc(Oc2nc(N3CCOCC3)nc(N3CCOCC3)n2)c(C2CCCCC2)c1	-10	3
COc1ccccc1/C=N/NC(=O)CO	-5	0
Cc1ccc(NC2CCCN(C(=O)c3ccccc3-c3ncc[nH]3)C2)cc1C (stereo not given)	-7	2
COc1ccc(NC(=O)CSc2ccccc2)cn1	-5	13
CN(C)c1oc(-c2ccc(OCc3ccccc3)cc2)nc1C#N	-3	10
CC(/C=C/c1ccccc1)=N/NC(=O)c1cnccn1	15	1
CCOC(=O)C1=C(O)C(=O)N(c2ccc(S(N)(=O)=O)cc2)C1c1ccc(Cl)cc1 (stereo not given)	6	2
Cc1cc(C)cc(NC(=S)N(CCN2CCCCC2)Cc2ccco2)c1	-5	40
N#CC12CCCCC1CC1CCCCC1(C#N)N2CCO (stereo not given)	-10	-3
O=C(CC1C(=O)N(c2ccccc2)C(=O)N1C1CCCCC1)Nc1ccccc1 (stereo not given)	29	-9
CCc1sc(C(=O)N(CCOC)c2c(N)n(Cc3ccccc3)c(=O)[nH]c2=O)cc1C	-6	10
O=C(COc1ccccc1)NCC(c1ccco1)N1CCN(c2ccc(F)cc2)CC1 (stereo not given)	-6	-4
CC(C)(C)c1ccc(C(=O)NCCC(=O)Nc2ccc(S(=O)(=O)Nc3nccs3)cc2)cc1	-4	1
CCOC(=O)c1ccc(NC(=O)C2CC(=O)N(c3ccc4c(c3)OCCO4)C2)cc1 (stereo not given)	-3	-2
Cc1cc(Br)ccc1NC(=O)CNC(=O)CN(C)C1CCS(=O)(=O)C1 (stereo not given)	-1	1
COc1ccc(S(=O)(=O)N2CCOCC2)cc1C(=O)N1CCCCCC1	6	-8
COc1ccc(NC(=O)CN(C)C(=O)c2cc(-c3ccncc3)nc3ccccc23)cc1	-8	-1
Cc1ccc2cc(-c3noc(C4CCCO4)n3)c(=O)[nH]c2c1 (stereo not given)	11	0
CC1=C(C(=O)OCCCBr)C(c2ccc3c(c2)OCO3)NC(=O)N1 (stereo not given)	-5	2
COCC1CCCN(Cc2cn(-c3ccccc3)nc2-c2ccc3c(c2)OCO3)C1 (stereo not given)	3	5
Cc1sc2ncn(CC(=O)NCc3ccco3)c(=O)c2c1-c1ccc(F)cc1	3	6
COc1cc(/C=C2\C(=O)N(c3ccc(S(N)(=O)=O)cc3)N=C2C)ccc1OC(=O)c1ccco1	3	-12
CC1(C(=O)Nc2cccc3ccccc23)CC1(Br)Br (stereo not given)	13	-5
CC(=O)Nc1cc(-c2cccc(C(=O)N(C)C)c2)cn2c(-c3ccc(F)cc3)cnc12	11	-2
